bCat nuc transl: beta-catenin nuclear translocation modulation. HeLa beta-catenin nuclear translocation, immunofluorescence imaging. nuclear translocation activity, % at 5 µM. actives 0.3% (n = 190,000). AID 1665;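 active means nuclear translocation activity above 50% at 5 µM, with a well cell count of 50 or more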;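 further: per-cell ratio of nuclear to cytoplasmic median beta-catenin stain intensity; plate controls were DMSO negative control for no effect and GSK-3 inhibitor IX positive control for full effect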
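Test system: human HeLa cell line; Doses: 5 µM primary, 0.02–20 µM confirmation; Incubation: 24 h compound exposure, 37°C; Detection: beta-catenin immunofluorescence imaging with DAPI; Read-out: beta-catenin nuclear/cytoplasmic ratio, % activation.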
human PMI inhibition: MPI enzyme activity inhibition – biochemical, fluorescence intensity, coupled assay, primary screen (AID 1209); purified PMI enzyme, coupled fluorescence intensity; higher % means a stronger effect; inhibition, % at 20 µM; hits with a dose series show IC50 in µM; actives 0.42% (n = 190,000);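 further: plate controls were DMSO vehicle for no effect and wells lacking substrate for full effect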
MT stabilize HCS: stabilizes microtubules in HeLa cells; % tubulin-high responders, % at 10 µM; HeLa tubulin immunostaining HCS, 24 h; share of cells brighter than vehicle mean+2SD; actives 0.83% (n = 200,000);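 active means plate Z-score above 3 for both tubulin-high and condensed-nucleus cell shares, with cell loss under 80%, at 10 µM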;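 further: anti alpha tubulin signal scored within the nucleus-defined area of each cell; some results filed as inactive read as strong as hits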
Dynein transport: blocks dynein driven cargo transport along microtubules. actives 0.47% (n = 220,000). z-score, hits read low. 3617.4 mouse cells, GR-EGFP nuclear translocation imaging; test concentration mostly 20 µM; stimulated with dexamethasone, 1 µM; hits give low values;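 active means plate z-score of nuclear minus cytoplasmic receptor signal below a set negative limit, without overly bright fluorescence or cell loss, cut at about -3.5 in these data, passing the limit was not always enough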;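 further: z-score of nuclear minus cytoplasmic ring GR-EGFP intensity difference per well; some compounds called inactive have numbers as strong as hits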
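medium = tetracycline-free induction medium containing charcoal-stripped FBS | probe or stimulus = dexamethasone, 1.0 µM final | timing = 48 h induction, then 1 h compound, then 30 min agonist, 37 °C | detection = automated 10x imaging of fixed Hoechst-stained cells | read-out basis = nuclear versus cytoplasmic GR-EGFP signal, averaged per well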
human PMI inhibitors: MPI inhibition at elevated mannose 6-phosphate – biochemical, fluorescence intensity, high mannose 6-phosphate, primary screen (AID 1220); inhibition, % at 20 µM, or IC50 in µM where a hit was titrated; recombinant PMI enzyme, coupled fluorescence intensity; higher % means a stronger effect; actives 0.66% (n = 190,000)
WT yeast gro inh: growth inhibition of WT yeast, mitochondrial fusion screen. mitochondrial fusion phenotypic screen, WT strain. inhibition, % at 10 µM. actives 2.1% (n = 190,000). AID 1362; in the data active means inhibition above about 58%; tested in S. cerevisiae
Autophagy mod: autophagy modulation, high-content screen; actives 0.98% (n = 190,000); MEF GFP-LC3 puncta imaging; test concentration mostly 10 µM; calls only at 10 µM (by protocol);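 active means percentage of spot-positive cells more than 3 SD above its plate mean, without a fluorescence outlier flag or 80% toxicity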;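 further: spot-positive cell cutoff set from DMSO-treated cells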
Yfh1-depleted yeast: enhancers of respiration in Yfh1-depleted yeast, dose response, Friedreich's ataxia, plus single-dose screen (AID 1465). S. cerevisiae Yfh1-off respiration, WST-1 reduction, 72 h; higher fold induction means a stronger effect. fold induction at 50 µM, or EC50 in µM where a hit was titrated. actives 0.074% (n = 220,000);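 active means fold induction of absorbance versus untreated yeast above a set limit, then at least 30% activation at any dose in follow-up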;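 further: activators that raise dye reduction in frataxin-depleted yeast; strong numbers were not always called active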
Insulin prom up: MIN6 insulin promoter up-regulation; z-score at 5 µM; MIN6 insulin promoter-GFP reporter, high-content imaging; hits give high values; actives 0.3% (n = 190,000); AID 1625;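 active means z-score above 3 at 5 µM with at least 500 cells counted in the well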
WT yeast gro inh mutant strain: second read-out of WT yeast gro inh, no call of its own (marks repeat the call); inhibition, %; mitochondrial fusion phenotypic screen, mutant strain inhibition
Dynein transport cytoplasmic EGFP: also measured in Dynein transport; calls as there; z-score; measured here: cytoplasmic GR-EGFP intensity; hits give high values
Dynein transport nuclear GR-EGFP: further read-out of Dynein transport, marked with its call; z-score; measured here: nuclear GR-EGFP intensity;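 lower value marks the stronger effect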
Dynein transport cell count: also measured in Dynein transport; calls as there; z-score; measured here: cell count per field
Insulin prom up cell count: recorded beside Insulin prom up, whose call it bears; cell count; measured here: cytotoxicity, nuclei count;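 total cells summed across four imaged fields per well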
bCat nuc transl cell count 5 µM: also measured in bCat nuc transl; calls as there; cell count; measured here: cell count, cytotoxicity flag
MT stabilize HCS Hoechst-high %: further read-out of MT stabilize HCS, marked with its call; % Hoechst-high responders; measured here: nuclear condensation Hoechst responders;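 share of cells brighter than vehicle mean plus two SD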
MT stabilize HCS cytotoxicity %: also measured in MT stabilize HCS; calls as there; toxicity, %; measured here: cytotoxicity by cell density;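 0% = mean cell density of plate MIN control wells and 100% = no cells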
Autophagy mod cell loss 18 h: further read-out of Autophagy mod, marked with its call; toxicity, %; measured here: cell loss, nuclei count;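 cell loss after 18 h compound exposure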
The depositor's hits bear a star; i = inactive; . = not tested or not shown. Unless noted, no stated cut-off is given here; in the data, active means inhibition above about 50%; inactive means the rest.

Start of the listing, in advance:
SMILES | bCat nuc transl | bCat nuc transl cell count 5 µM | human PMI inhibition | MT stabilize HCS | MT stabilize HCS Hoechst-high % | MT stabilize HCS cytotoxicity % | Dynein transport | Dynein transport cytoplasmic EGFP | Dynein transport nuclear GR-EGFP | Dynein transport cell count | human PMI inhibitors | WT yeast gro inh | WT yeast gro inh mutant strain | Autophagy mod | Autophagy mod cell loss 18 h | Yfh1-depleted yeast | Insulin prom up | Insulin prom up cell count
CSc1ncc(CN2CCc3c([nH]c4ccccc34)C2c2cccc(C)n2)cn1 (stereo unspecified) | 0.2 | 1269 | . | . | . | . | -0.19 | -0.21 | -0.2 | 0.1 | . | . | . | . | . | i | 0.17 | 1072
Cc1ccc(-n2nccc2-c2nn(-c3cccc(C(F)(F)F)c3)c(=O)n(C)c2=O)cc1 | -7.4 | 1099 | -8% | 8.1 | 2.1 | 5.6 | -0.62 | -0.12 | 0.0065 | 0.69 | -4% | -8 | -2 | i | 4 | i | 0.81 | 1567

Main list, from the start:
SMILES | bCat nuc transl | bCat nuc transl cell count 5 µM | human PMI inhibition | MT stabilize HCS | MT stabilize HCS Hoechst-high % | MT stabilize HCS cytotoxicity % | Dynein transport | Dynein transport cytoplasmic EGFP | Dynein transport nuclear GR-EGFP | Dynein transport cell count | human PMI inhibitors | WT yeast gro inh | WT yeast gro inh mutant strain | Autophagy mod | Autophagy mod cell loss 18 h | Yfh1-depleted yeast | Insulin prom up | Insulin prom up cell count
CSc1ncc(CN2CCc3c([nH]c4ccccc34)C2c2cccc(C)n2)cn1 (stereo unspecified) | 0.2 | 1269 | . | . | . | . | -0.19 | -0.21 | -0.2 | 0.1 | . | . | . | . | . | i | 0.17 | 1072
Cc1ccc(-n2nccc2-c2nn(-c3cccc(C(F)(F)F)c3)c(=O)n(C)c2=O)cc1 | -7.4 | 1099 | -8% | 8.1 | 2.1 | 5.6 | -0.62 | -0.12 | 0.0065 | 0.69 | -4% | -8 | -2 | i | 4 | i | 0.81 | 1567
O=S(=O)(Nc1ccc(Cl)c(C(F)(F)F)c1)c1cnc[nH]1 | -0.7 | 1014 | 9% | 1.9 | 1.4 | 6.4 | 0.41 | -0.22 | 0.32 | 0.45 | 8% | -4 | -3 | i | 2 | i | 0.15 | 1329
CCSc1ncc(Cl)c(C(=O)N(Cc2ccc(N(C)C)cc2)C2CCS(=O)(=O)C2)n1 (stereo unspecified) | . | . | 3% | 1.2 | 1.8 | 28 | -0.48 | -0.3 | -0.38 | -0.34 | -1% | 4 | -4 | i | -1 | i | . | .
O=C(CN1CCN(Cc2ccc3c(c2)OCO3)CC1)Nc1ccc(F)cc1 | -0.1 | 917 | 10% | 4.0 | 2.2 | 6.4 | -0.79 | -0.23 | -0.25 | 0.49 | 14% | 17 | 27 | i | -3 | i | 0.06 | 1304
Cc1ccc(S(=O)(=O)Cc2c(C)noc2C)cc1 | 0.1 | 1081 | 13% | 2.2 | 1.5 | 5.7 | -0.6 | -0.35 | -0.1 | 0.37 | 7% | 5 | -14 | i | 5 | i | . | .
O=C(O)CSc1nnc(CNc2cccc(C(F)(F)F)c2)n1Cc1ccco1 | -4.7 | 895 | -5% | 3.4 | 1.8 | 6.0 | 0.0098 | -0.49 | 0.25 | 0.14 | -8% | -13 | -6 | i | -11 | i | 0.53 | 1134
Cc1nn(CC(=O)NCc2ccc(C(=O)O)cc2)c(C)c1[N+](=O)[O-] | -6.2 | 1099 | -3% | 1.4 | 2.3 | 3.3 | -1.3 | -0.31 | -0.69 | 1.2 | -7% | -7 | -1 | i | 42 | i | -0.05 | 1593
Cn1cnnc1SCC(=O)Nc1ccc(Br)cc1F | -2.1 | 1122 | 9% | 2.9 | 2.5 | 2.6 | -0.025 | -0.21 | 0.66 | 0.44 | 4% | 7 | 2 | i | -3 | i | 1.3 | 881
Cc1ccc2c(c1)c(C)c(C)n2CC(O)Cn1nc(C)cc1C (stereo unspecified) | -2.2 | 1388 | -2% | 4.4 | 2.6 | 9.4 | -0.36 | 0.17 | 0.26 | -0.001 | 8% | 5 | 4 | i | 19 | i | -0.79 | 1167
Cc1ccc(-n2c(Cc3cccn3C)nnc2SCC(N)=O)cc1 | 1.2 | 1345 | -1% | 5.8 | 2.6 | 5.6 | -0.38 | -0.11 | 0.046 | 0.19 | -5% | -10 | -47 | i | 3 | i | 0.14 | 1504
CCOc1ccc(CNC(=O)CCS(=O)(=O)Cc2ccccc2C)cc1OC | -6.2 | 1130 | -5% | 3.1 | 3.2 | 14 | 2.1 | -0.15 | 1.2 | -0.85 | 3% | 10 | -19 | i | -10 | i | 0.83 | 1637
Oc1ccc(Br)cc1-c1nc2cnccn2c1NC1CCCC1 | . | . | 12% | 3.8 | 1.9 | 4.1 | -0.21 | 0.55 | 0.43 | 1.1 | 11% | 38 | 25 | i | 12 | i | -2.2 | 1139
S=C(NCCc1ccccc1)Nc1ccc(Cl)cc1 | 0.1 | 952 | 10% | 2.2 | 2.3 | 8.4 | -0.061 | -0.28 | -0.25 | 0.4 | 7% | 30 | 8 | i | -23 | i | . | .
COC(=O)c1ccc(NCN2C(=O)C3C4CCC(C4)C3C2=O)cc1 (stereo unspecified) | 6.0 | 870 | 12% | 4.8 | 2.6 | 9.8 | 0.82 | -0.33 | 0.67 | 0.01 | 14% | 8 | 8 | i | 9 | i | 0.35 | 1599
Cc1ccc(CN(C(=O)c2ccco2)C(C(=O)NC2CCCC2)c2ccc(N3CCOCC3)cc2)cc1 (stereo unspecified) | 1.1 | 1087 | -23% | 4.8 | 2.6 | 6.3 | -0.73 | -0.17 | -0.52 | 0.57 | -25% | -17 | -8 | i | -6 | . | . | .
COc1ccc(CCNc2oc(COc3ccccc3Cl)nc2C#N)cc1OC | -2.7 | 1151 | 9% | 5.0 | 1.7 | 4.9 | 1.2 | 0.06 | 1.1 | -1.5 | 10% | 19 | 6 | . | . | i | -3.1 | 907
Cc1nsc2c1ccc1ccccc12 | 0.2 | 1547 | 1% | 1.3 | 3.6 | 8.7 | 1.4 | -0.24 | 0.78 | -0.9 | -6% | 4 | 7 | i | -8 | i | 0.53 | 1304
N#Cc1ccc(NC(=O)c2cc(=O)c3ccccc3o2)cc1 | -0.3 | 1121 | -20% | 4.9 | 3.6 | 6.8 | 0.75 | -0.3 | 0.61 | 0.31 | -13% | -4 | 9 | i | -2 | i | -0.02 | 1086
Cn1nnc(C(O)CNCc2cccs2)n1 (stereo unspecified) | -4.6 | 878 | -3% | 1.3 | 1.2 | 12 | -0.089 | -0.17 | -0.051 | 0.031 | 2% | . | . | i | -4 | i | 1 | 1192
COc1cccc(N/C=C/C(=O)c2ccc(Cl)cc2)c1 | . | . | 2% | 4.2 | 4.1 | 8.4 | 0.45 | -0.26 | 0.2 | -0.69 | 4% | 6 | -1 | i | 2 | i | -0.37 | 1285
CS(=O)(=O)Nc1ccc(C(=O)NCCSCc2c(F)cccc2Cl)cc1 | 2.9 | 997 | 3% | 2.2 | 1.9 | 7.9 | -0.65 | -0.29 | -0.22 | 0.32 | 4% | 4 | 6 | i | -26 | i | 0.02 | 1317
CCOC(=O)CN(C(=O)CSc1nnc(-c2ccncc2)n1CCCN(C)C)c1ccccc1 | . | . | 10% | 1.7 | 4.5 | 8.2 | 1 | -0.19 | 0.85 | -0.25 | 4% | 0 | -1 | i | 1 | i | -0.15 | 1259
CC1(C)CC(=O)C2=C(C1)N=C1SCCC(=O)N1C2c1cccc([N+](=O)[O-])c1 (stereo unspecified) | 0.7 | 1052 | -5% | 4.0 | 3.4 | 4.4 | -0.63 | -0.21 | -0.016 | 0.67 | -4% | -3 | 7 | i | -1 | i | 1 | 950
CCCCCCC(=O)Nc1ccc(C(=O)N2CCCC2)cc1 | 4.3 | 1037 | 7% | 1.4 | 1.3 | 6.6 | -0.8 | -0.13 | -0.22 | 0.99 | 10% | -11 | -8 | i | 0 | i | . | .
Cc1cc(/C=N/n2cnnc2)c(C)n1-c1ccc(OCc2ccc(F)cc2)cc1 | 3.4 | 1367 | 14% | 2.3 | 1.3 | 5.4 | 0.18 | -0.12 | -0.13 | 0.28 | 17% | 62* | 37* | i | 15 | i | 1.3 | 774
CCOc1cc(C(=O)NC)cc(OCC)c1OCC | -7.6 | 930 | -12% | 1.0 | 0.8 | 5.9 | 0.23 | -0.2 | -0.13 | 0.35 | -1% | -2 | -1 | i | -9 | i | -0.95 | 1578
COc1ccc(-c2cc(-c3ccccc3)c(C#N)c(SCC(=O)Nc3ncc(C)s3)n2)cc1 | -0.5 | 481 | 7% | 2.9 | 1.1 | 7.4 | 0.19 | 0.0021 | 0.29 | -0.15 | 2% | 7 | 2 | i | 2 | i | -1.4 | 1147
CCN(CC)CCn1c2ccc(Cl)cc2c2nc(C)sc21 | -0.6 | 1092 | -10% | 19 | 8.6 | 20 | 0.7 | 0.067 | 0.43 | 0.71 | -19% | 32 | -24 | i | 5 | i | . | .
Fc1ccccc1C1CCN(Cc2nc(CC3CC3)no2)C1 (stereo unspecified) | -0.1 | 1194 | 1% | 2.7 | 1.8 | 7.8 | 0.41 | -0.26 | 0.43 | -0.67 | 0% | 16 | 5 | i | -8 | i | 0 | 1358
CC(C)(C)NC(=O)Nc1cccc(Cl)c1Cl | 0.7 | 1169 | 5% | 3.2 | 2.2 | 5.4 | -0.31 | -0.3 | -0.047 | 0.55 | -4% | 5 | 11 | i | 5 | i | -0.33 | 1319
CCN1C(=O)N(CC)C2NC(=S)NC21 (stereo unspecified) | . | . | -7% | 1.8 | 1.8 | 20 | 0.72 | -0.22 | 0.0052 | -0.12 | -14% | -2 | 0 | i | -1 | i | . | .
O=C(Nc1ccc(CN2CCOCC2)cc1)c1ccc(-c2ccc(Br)cc2)o1 | 15 | 709 | 10% | 2.4 | 2.2 | 9.1 | -0.59 | -0.27 | -0.24 | 0.33 | 6% | 64 | 75 | i | 1 | i | -2.7 | 1142

Screens from PubChem.
